RORA act – RORA (human) activation | P35398 | activation, % at 10 µM | CHO-K1 Gal4-RORA LBD luciferase reporter, luminescence; percent increase over mock-subtracted basal signal | 1.5% of 65,000 active;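 active means activation above the mean of all tested compounds plus 3 SD, cut at about 49% in these data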;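 further: 0% = DMSO-treated RORA cells and 100% = added signal equal to DMSO minus mock-transfected cells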
Target sequence (P35398 whole entry, looked up, the tested form may be a part): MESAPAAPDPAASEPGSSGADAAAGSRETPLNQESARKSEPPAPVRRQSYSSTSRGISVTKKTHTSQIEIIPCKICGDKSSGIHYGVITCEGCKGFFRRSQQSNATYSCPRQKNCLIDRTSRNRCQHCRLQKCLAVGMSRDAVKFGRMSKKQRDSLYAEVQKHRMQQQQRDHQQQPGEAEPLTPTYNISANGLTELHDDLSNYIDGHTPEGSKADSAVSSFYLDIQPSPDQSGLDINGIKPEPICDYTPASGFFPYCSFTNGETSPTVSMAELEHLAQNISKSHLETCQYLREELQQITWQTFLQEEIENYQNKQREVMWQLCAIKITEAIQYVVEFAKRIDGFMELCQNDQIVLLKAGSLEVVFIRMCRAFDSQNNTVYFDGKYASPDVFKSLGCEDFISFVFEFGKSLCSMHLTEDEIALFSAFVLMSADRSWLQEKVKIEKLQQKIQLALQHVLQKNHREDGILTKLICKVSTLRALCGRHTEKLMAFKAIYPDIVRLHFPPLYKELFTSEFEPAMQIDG
5-HT1A blocker – antagonists of human 5-HT1a serotonin receptor. P08908. CHO 5-HT1a Ga15 NFAT-bla reporter, antagonist mode. inhibition, % at 10 µM. 0.68% of 62,000 active;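 active means inhibition above the mean of all tested compounds plus 3 SD, cut at about 43% in these data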;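 further: receptor stimulated by 5-CT agonist at 100 nM near EC80; beta-lactamase reporter measured by ratiometric fluorescence of a cleavable substrate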
Target sequence (P08908 whole entry, looked up): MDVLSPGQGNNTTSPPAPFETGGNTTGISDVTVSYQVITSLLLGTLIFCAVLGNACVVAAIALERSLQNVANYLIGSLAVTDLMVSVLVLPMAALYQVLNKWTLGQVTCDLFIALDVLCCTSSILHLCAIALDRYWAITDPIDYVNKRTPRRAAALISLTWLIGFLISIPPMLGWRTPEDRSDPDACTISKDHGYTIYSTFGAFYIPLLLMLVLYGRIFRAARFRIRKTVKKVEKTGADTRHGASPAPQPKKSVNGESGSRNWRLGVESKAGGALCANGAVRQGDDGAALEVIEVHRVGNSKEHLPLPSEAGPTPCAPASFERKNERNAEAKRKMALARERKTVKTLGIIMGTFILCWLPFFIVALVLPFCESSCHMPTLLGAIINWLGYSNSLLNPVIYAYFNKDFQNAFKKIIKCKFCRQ
MMP-13 inhibitor – blocks human MMP13 activity | MMP-13 fTHP FRET cleavage, Mca fluorescence | inhibition, % at 4 µM | 0.07% of 65,000 active | AID 570;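 active means inhibition above the mean of compound-free control plate wells plus 3 SD, cut at about 14% in these data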;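 further: 0% = DMSO wells and 100% = wells with reference MMP-13 inhibitor after basal subtraction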
NADH coupling – blocks coupling enzymes of NAD/NADH assays. coupled PK/LDH NADH assays, four targets. IC50, µM (top dose mostly 10 µM), for inactives: at the top dose inhibition. 0.02% of 65,000 active. AID 774;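 active means single-dose screening hits from any of four coupled enzyme assays that gave an IC50 when retested across doses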;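 further: the DPM-DC format reads NADH fluorescence rather than 340 nm absorbance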
TNAP act DEA – activates human TNAP at intermediate phosphate acceptor concentration; purified TNAP, CDP-star luminescence, 100 mM DEA, 30 min; stronger effect = higher value; scale: 0 levamisole-inhibited, 1 vehicle-only enzyme; activation factor at 20 µM; 64,000 tested, under 10 active; AID 813;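 active means activation factor of at least 2 at 20 µM, relative to controls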
Abs 340nm – absorbance at 340 nm; compound absorbance at 340 nm, fold over control; fold change at 10 µM; 65,000 tested, under 10 active; AID 708;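 active means at 10 µM dose, initial 340 nm absorbance at least 2 fold that of control wells; inactive means change under 2 fold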;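 further: initial absorbance extrapolated from kinetic A340 decline of NADH oxidation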
SF1 activator – SF-1 (human) activation; 1.9% of 65,000 active; Q13285; CHO-K1 Gal4-SF-1 LBD luciferase reporter; % increase over DMSO SF-1-specific signal; AID 522; activation, % at 10 µM;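 active means activation above the mean activation of all tested compounds plus 3 SD, cut at about 50% in these data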
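Test system: CHO-K1 cells co-transfected with Gal4 DBD–human SF-1 LBD, 5xGal4 luciferase reporter. Quantity: 4,000 cells per well. Compound: 10 µM only. Incubation: compound added 1 h post-seeding, 20 h exposure at 37 °C, 5% CO2. Detection: SteadyLite luciferase luminescence. Replication: one test per compound.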
Autofluor 339 – intrinsic fluorescence of library compounds, ex339/em460 – biochemical, MLSMR library, data from DPM-DC assay, artefact control, profiling panel; compound autofluorescence, ex339/em460 nm, NADH buffer; stronger effect = higher value; 1 = no-compound wells, NADH background; fluorescence fold increase at 10 µM; 5.5% of 65,000 active; AID 709;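 active means at 10 µM, mean starting fluorescence two-fold or more over control wells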;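 further: signal is the first read of a kinetic run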
HTR1A agonist – activates the human 5-HT1a serotonin receptor. P08908. CHO 5-HT1a Ga15 NFAT-bla reporter, FRET ratio; 0% basal, 100% maximal reference agonist. activation, % at 10 µM. 0.56% of 65,000 active;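 active means activation above the screen-wide mean activation plus 3 SD, cut at about 19% in these data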;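 further: 0% = DMSO wells and 100% = 5-CT at EC100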
Numbers without * were called inactive; i = inactive; . = no result given; [ ] = remark or other dose. Rows are unselected. Share with any hit: about 8.9%.

cpd	Molecule	Autofluor 339	RORA act	HTR1A agonist	TNAP act DEA	Abs 340nm
1	OC(CNCC1CCCO1)Cn1c2ccccc2c2ccccc21 (configuration not stated)	1.1	-12	-2.3	0.9	1.1
2	Cc1cc(NC(=O)C2C3C(=O)N(CCC(C)C)C(C(=O)NCc4ccccc4)C34C=CC2(C)O4)no1 (configuration not stated)	1.1	2	-1.0	0.9	1
3	O=C(c1ccc(Br)o1)N1CCN(c2ccc(F)cc2)CC1	1.1	-5	0.3	0.9	1
4	Cc1cc(C)n2cc(CSc3ncccc3C(=O)O)nc2n1	5*	-12	-1.1	1	1
5	CC(C)(C)n1nc2c(c1NC(=O)Cc1cccs1)CSC2	1.1	-1	-0.9	0.9	1.1
6	O=C(O)CCSCC(=O)Nc1c(C(=O)C2CC2)oc2ccccc12	1.2	6	-2.3	0.9	1.1
7	COc1ccccc1CNC(=O)CCNC(=O)Cn1cnc2ccccc2c1=O	1.1	42	0.4	1	1
8	Cc1nn(C(C)C(=O)N2CCN(c3ccccn3)CC2)c(=O)c2cc3occc3n12 (configuration not stated)	1.1	-9	-1.2	0.9	1
9	CCCCNc1cc(=O)n(C)c(=O)n1C	1.1	-14	1.7	1	1.1
10	COc1ccc(CC(=O)Nc2cccc(-c3nnc(-c4cccc(C)c4)o3)c2)cc1OC	1.1	-87	-0.8	0.9	1
11	COc1ccc(OC)c(S(=O)(=O)N2CCN(C34CC5CC(CC(C5)C3)C4)CC2)c1	1.1	15	-0.6	0.9	1
12	Cc1oc(C(C)(C)C)c(CN2CCCC2)c1C(=O)O	1.1	-5	-1.3	0.9	1

cpd	NADH coupling	SF1 activator	MMP-13 inhibitor	5-HT1A blocker
1	5%	10	0	8
2	7%	6	-2	-1
3	13%	-30	0	2
4	11%[fluoresces]	-10	-96[fluorescence artefact?]	3
5	1%	-30	3	5
6	5%	-3	1	-12
7	0%	0	0	2
8	8%	-26	-2	-10
9	0%	-7	2	-17
10	7%	-93	2	92*
11	5%	0	-3	-3
12	7%	-8	0	-2

(next part)
cpd	Molecule	Autofluor 339	RORA act	HTR1A agonist	TNAP act DEA	Abs 340nm
13	CCOCCn1c(CN(Cc2ccccc2)Cc2ccccc2)nc2c1c(=O)[nH]c(=O)n2C	1.2	-2	-1.2	1	1
14	COc1ccc(C2=Nn3c(nnc3-c3cccnc3)SC2)cc1OC	1	-24	1.3	0.9	1.1
15	COc1ccc(-c2nnc(CSc3ncnc4sc5c(c34)CCC5)o2)cc1OC	1.1	3	-0.2	1	0.97
16	Cc1occc1-c1nnc(SCc2nc3ccccc3c(=O)n2CC#N)n1C	1.1	4	-2.3	0.9	0.96
17	COCCCN(C(=O)Nc1ccccc1)C(C)c1ccncc1 (configuration not stated)	1.1	-17	-2.4	0.9	1
18	CC1(C)CC(=O)C(C(=O)CCCCC(=O)C2C(=O)CC(C)(C)CC2=O)C(=O)C1	1.1	-8	-1.4	0.9	1
19	CCCCn1c(SCC2CCCCO2)nc2cc(S(N)(=O)=O)ccc21 (configuration not stated)	1.1	8	2.9	0.9	1
20	COCCN1C(=O)c2ccc(C(=O)O)cc2C1=O	1.1	-13	0.6	0.9	1.1
21	CC(=O)N1CSCC1C(=O)N1CCN(c2ccc(N3CCOCC3)nn2)CC1 (configuration not stated)	2.1*	4	-1.1	0.9	0.99
22	O=C(c1ccccc1)N1CCCCC(S(=O)(=O)c2ccccc2)C1=O (configuration not stated)	1	-4	0.7	0.8	1
23	CCCc1cc(=O)oc2cc(OCC(=O)Nc3cc(C)on3)ccc12	3.6*	1	-3.2	1.1	1.1
24	COc1ccc(S(=O)(=O)NCCOc2ccccc2)cc1OC	1	-6	0.7	0.9	0.99

cpd	NADH coupling	SF1 activator	MMP-13 inhibitor	5-HT1A blocker
13	2%	7	-8	-14
14	1%	6	-2	.
15	6%	-5	10	11
16	5%	-1	-6	3
17	2%	-11	5	-6
18	10%	0	2	-5
19	5%	0	2	-26
20	4%	0	4	4
21	12%[fluoresces]	4	-34	4
22	7%	4	2	1
23	9%	-9	-12	4
24	3%	-19	-6	-7

The list goes on, starting with the last 3 of the part before.
cpd	Molecule	Autofluor 339	RORA act	HTR1A agonist	TNAP act DEA	Abs 340nm
22	O=C(c1ccccc1)N1CCCCC(S(=O)(=O)c2ccccc2)C1=O (configuration not stated)	1	-4	0.7	0.8	1
23	CCCc1cc(=O)oc2cc(OCC(=O)Nc3cc(C)on3)ccc12	3.6*	1	-3.2	1.1	1.1
24	COc1ccc(S(=O)(=O)NCCOc2ccccc2)cc1OC	1	-6	0.7	0.9	0.99
25	CCCn1c(SCC(=O)Nc2ccc3c(c2)OCO3)nc2c1c(=O)n(C)c(=O)n2C	1.1	-22	-3.6	0.9	0.99
26	O=C(COc1ccc(S(=O)(=O)N2CCCC2)cc1Cl)NCc1ccc2c(c1)OCO2	1.1	2	-0.6	0.9	1
27	Cn1c(/C=N/n2cnnc2)nc2ccccc21	2.5*	-19	12	0.8	1
28	CC(C)(C)c1cc(-c2ccco2)c(C#N)c(SCC#N)n1	1.1	-12	9.6	0.9	1.1
29	O=C(Nc1ccccc1)N(O)c1ccc(Cl)cc1	0.98	46	-2.7	0.7	0.98
30	CS(=O)(=O)Nc1ccc(C(=O)Nc2ccccc2C(=O)N2CCCC2)cc1	1.1	2	0.9	1	1
31	O=C(Nc1cccc(C(F)(F)F)c1)N1CCC(c2nc(-c3ccc(F)cc3)no2)CC1	0.9	-9	-0.8	0.9	1
32	Cc1c(NS(=O)(=O)c2ccc3c(c2)n(C)c(=O)n3C)c(=O)n(-c2ccccc2)n1C	1	1	-1.5	0.9	1
33	COc1cc(Br)cc2cc(C(=O)N3CCN(C(=O)c4ccco4)CC3)c(=O)oc12	1.1	21	-3.3	0.9	1.1
34	COCCN(CC(=O)NCc1ccc(F)cc1)C(=O)CCC(=O)Nc1nccs1	1.1	-6	-1.3	0.9	0.92
35	O=C(COc1ncnc2ccc(Br)cc12)N1CCOCC1	1.1	-16	1.0	1.1	1
36	COc1ccc(C)cc1S(=O)(=O)Nc1cccnc1	1	7	1.1	0.3	0.97

cpd	NADH coupling	SF1 activator	MMP-13 inhibitor	5-HT1A blocker
22	7%	4	2	1
23	9%	-9	-12	4
24	3%	-19	-6	-7
25	4%	10	2	-4
26	5%	2	2	13
27	3%[fluoresces]	4	-40	-5
28	3%	-1	-20	.
29	11%	58*	0	17
30	6%	4	5	10
31	7%	-28	2	25
32	1%	4	3	-14
33	9%	-4	3	-2
34	7%	-11	3	0
35	4%	-1	-1	-6
36	3%	-1	1	-4

Later entries.
cpd	Molecule	Autofluor 339	RORA act	HTR1A agonist	TNAP act DEA	Abs 340nm
37	O=C(O)C1CCCN1c1ncnc2ccccc12 (configuration not stated)	1.1	0	-0.7	0.9	1.1
38	COc1cccc(C(=O)NCC2CCN(c3ccc(S(=O)(=O)N4CCOCC4)cc3)CC2)c1	1.1	8	-2.9	1	1
39	CCOC(=O)c1cccc2c1-c1ccccc1/C2=N/O	1.1	0	-1.9	0.8	1
40	O=C(COC(=O)CSc1nnc(-c2ccc(Cl)cc2)o1)NCc1ccc2c(c1)OCO2	1	5	-0.6	0.9	0.99
41	CCOC(=O)CCc1c(C)c2ccc(O)cc2oc1=O	3.7*	7	0.9	0.9	1.1
42	CCCSCCCNC(=O)Cn1cc2c(n1)CCC(C)C2 (configuration not stated)	1	5	-3.2	0.9	1
43	O=C1c2ccccc2C(Nc2ccc3c(c2)OCCO3)N1Cc1ccccc1 (configuration not stated)	1	1	-1.6	1	1
44	O=C(NCN1C(=O)C2C3C=CC(C3)C2C1=O)Nc1ccccn1 (configuration not stated)	1.1	-1	-2.7	1	0.99
45	CCOC(=O)/C(C#N)=C1/C=CN(Cc2ccccc2)C=N1	0.96	18	-0.2	0.9	1.2
46	CCC1(CC)NC(=O)N(CC(=O)Nc2sc3c(c2C(N)=O)CCC3)C1=O	1.1	0	-0.8	0.9	1
47	C=CCNc1nc2c3ccccc3n(C(C)=O)c2s1	1.1	-1	-1.8	0.9	1
48	Cc1ccc(OCC(O)Cn2c(N3CCOCC3)nc3c2c(=O)[nH]c(=O)n3C)cc1 (configuration not stated)	1.1	2	-2.3	0.9	0.99

cpd	NADH coupling	SF1 activator	MMP-13 inhibitor	5-HT1A blocker
37	6%	11	1	3
38	7%	-4	1	-16
39	6%	-16	5	30
40	3%	-22	10	4
41	12%[fluoresces]	-2	i[fluorescence artefact?]	-12
42	2%	6	-3	0
43	6%	-17	2	17
44	4%	-10	0	-7
45	4%	3	2	-5
46	8%	-5	-14	-2
47	5%	21	4	13
48	6%	-12	3	-8

Single values from above.
Abs 340nm with #43 → 1
MMP-13 inhibitor with #40 → 10

New compounds follow.
cpd	Molecule	Autofluor 339	RORA act	HTR1A agonist	TNAP act DEA	Abs 340nm
49	CCOC(=O)c1cc(C)[nH]c(=S)c1C#N	1.1	0	-3.5	0.9	1
50	CCOc1ccc(CCNC(=O)C2CCN(S(=O)(=O)N3CCOCC3)CC2)cc1OCC	1	-18	-3.8	0.9	0.99
51	COc1ccc(CN2CCC(=O)NC2=O)cc1	1.1	-12	-2.5	0.9	1
52	Cc1ccc2c(c1)sc1ncc(NC(=O)c3ccccc3)c(=O)n12	2.4*	1	-2.5	0.9	1
53	O=C1CC(c2ccc(S(=O)(=O)N3CCN(c4ccccc4)CC3)cc2)CN1 (configuration not stated)	1	4	-0.6	0.8	0.99
54	Cc1ccccc1CS(=O)(=O)CCC(=O)NCCCN1CCN(c2ccccc2F)CC1	1.1	20	1.1	0.9	1

cpd	NADH coupling	SF1 activator	MMP-13 inhibitor	5-HT1A blocker
49	7%	4	-3	3
50	4%	14	0	-3
51	6%	6	-2	.
52	4%[fluoresces]	11	-3	6
53	11%	-2	1	6
54	7%	-5	-2	11

Shown in markdown: entries from further up.
| # | mol | Autofluor 339 | RORA act | HTR1A agonist | TNAP act DEA | Abs 340nm | NADH coupling | SF1 activator | MMP-13 inhibitor | 5-HT1A blocker |
| --- | --- | --- | --- | --- | --- | --- | --- | --- | --- | --- |
| 20 | COCCN1C(=O)c2ccc(C(=O)O)cc2C1=O | 1.1 | -13 | 0.6 | 0.9 | 1.1 | 4% | 0 | 4 | 4 |
| 27 | Cn1c(/C=N/n2cnnc2)nc2ccccc21 | 2.5* | -19 | 12 | 0.8 | 1 | 3%[fluoresces] | 4 | -40 | -5 |
